KDM5B inhibitor: KDM5B demethylase inhibition; Q9UGL1; KDM5B demethylase, FDH-coupled NADH fluorescence (FDH is formaldehyde dehydrogenase); Potency, µM (highest dose often 57.7 µM), without a hit: at the highest dose activity change, negative = inhibition, actives largely listed as inhibitors; hit rate 2.6% among 220,000; active = well fitted inhibition curve with a large enough effect; inconclusive = small, poorly fitted or top-dose-only effect; inactive = no such curve, though single readings can be large or run the other way; note: 0% is about no effect; nearly all actives have a fitted effect of over 70% in size
Target sequence (Q9UGL1 whole entry, looked up): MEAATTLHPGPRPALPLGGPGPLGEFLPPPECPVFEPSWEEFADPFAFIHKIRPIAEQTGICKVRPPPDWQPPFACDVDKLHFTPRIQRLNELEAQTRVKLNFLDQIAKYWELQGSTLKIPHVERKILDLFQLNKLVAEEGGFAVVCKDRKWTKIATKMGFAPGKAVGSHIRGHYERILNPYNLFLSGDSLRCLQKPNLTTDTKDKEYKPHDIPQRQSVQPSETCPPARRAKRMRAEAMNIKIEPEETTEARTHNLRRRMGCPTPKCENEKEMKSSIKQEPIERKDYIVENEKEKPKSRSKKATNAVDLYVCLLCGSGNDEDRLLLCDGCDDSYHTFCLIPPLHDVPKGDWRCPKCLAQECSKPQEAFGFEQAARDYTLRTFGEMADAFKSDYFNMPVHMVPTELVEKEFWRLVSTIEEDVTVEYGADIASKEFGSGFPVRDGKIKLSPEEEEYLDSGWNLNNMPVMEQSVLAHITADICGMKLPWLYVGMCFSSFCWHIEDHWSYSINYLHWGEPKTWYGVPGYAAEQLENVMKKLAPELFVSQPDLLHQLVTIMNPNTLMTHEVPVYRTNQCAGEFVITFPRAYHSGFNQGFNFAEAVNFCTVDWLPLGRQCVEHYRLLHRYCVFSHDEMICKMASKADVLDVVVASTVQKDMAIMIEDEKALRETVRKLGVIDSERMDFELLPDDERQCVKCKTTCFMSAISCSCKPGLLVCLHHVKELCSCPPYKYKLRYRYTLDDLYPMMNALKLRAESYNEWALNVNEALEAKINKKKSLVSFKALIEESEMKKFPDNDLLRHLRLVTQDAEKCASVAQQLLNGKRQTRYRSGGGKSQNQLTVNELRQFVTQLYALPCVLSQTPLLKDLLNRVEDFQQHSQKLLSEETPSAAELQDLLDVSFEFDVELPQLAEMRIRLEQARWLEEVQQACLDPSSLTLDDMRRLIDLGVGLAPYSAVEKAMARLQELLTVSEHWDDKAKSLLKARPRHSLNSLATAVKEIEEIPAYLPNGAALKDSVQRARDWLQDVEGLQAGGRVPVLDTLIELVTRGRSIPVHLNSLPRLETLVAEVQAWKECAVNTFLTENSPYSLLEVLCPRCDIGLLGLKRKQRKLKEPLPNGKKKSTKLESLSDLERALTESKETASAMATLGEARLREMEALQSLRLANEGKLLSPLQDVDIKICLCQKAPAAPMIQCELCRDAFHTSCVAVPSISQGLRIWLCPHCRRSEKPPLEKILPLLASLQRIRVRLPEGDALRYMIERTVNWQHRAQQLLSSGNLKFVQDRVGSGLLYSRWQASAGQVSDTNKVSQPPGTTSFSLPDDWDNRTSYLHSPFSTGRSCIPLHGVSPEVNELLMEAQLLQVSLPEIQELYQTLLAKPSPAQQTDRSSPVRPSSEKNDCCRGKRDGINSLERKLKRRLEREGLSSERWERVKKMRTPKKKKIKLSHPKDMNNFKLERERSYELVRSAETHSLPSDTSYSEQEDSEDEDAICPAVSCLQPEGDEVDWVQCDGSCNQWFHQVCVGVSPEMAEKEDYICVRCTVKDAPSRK
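Measured: NADH fluorescence change, 30 min, RT. System: KDM5BΔAP 200 nM final, H3K4me3 peptide, α-KG, Fe(II), ascorbate, NAD⁺ plus FDH, pH 7.5 HEPES. Compounds: titrated, 10 min pre-incubation with enzyme.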
The depositor's hits bear a star; ? = inconclusive; & = joins results of further samples; [ ] = dose if it differs, or a comment. Potency is the fitted concentration of half-maximal effect. These rows are one share of the data, so the mix of outcomes need not match the whole.

SMILES | KDM5B inhibitor
CN1C(=O)CO[C@H]2CN(Cc3ccccn3)C[C@H]21 | 40µM*
Cn1c(=O)c2[nH]c(N3CCNCC3)nc2n(C)c1=O | 18%
CS(=O)(=O)NC[C@H]1C[C@@H]2CCN1C[C@@H]2CN1CCCCC1 | -26%[86.2 µM]
Cc1noc(C)c1COc1ccc(CC(=O)N2CCCN(C)CC2)cc1 | 11%
Cc1cccc(NC(=O)N2[C@H]3CC[C@@H]2c2cncnc2C3)c1 | -18%
COc1ccc(CNCCc2cccc(Cl)c2)cc1 | -43%
Cn1nc(-c2ccc3ccccc3c2)cc1[C@H]1CN2CC[C@H]1C[C@@H]2CNC(=O)Nc1ccccc1 | -22%
CC(C)N1CCN(Cc2ccco2)CC1 | ?
COc1ccccc1-c1cc([C@H]2CN3CC[C@H]2C[C@@H]3CNCc2cccc(C#N)c2)n(C)n1 | 34%[activator][86.2 µM]
N#CC(C#N)=Cc1c[nH]c2ccccc12 | 7%
CC(C)c1nn2c(=O)cc(COC(=O)Cc3ccccc3)nc2s1 | -5%
Cc1ccc(Cn2cccc(C(=O)Nc3ccc4c(c3)OCCO4)c2=O)cc1 | -11%
O=C(O)CCCCCCCCCCO | 7%
CC1=NOC2(CCN(Cc3ccsc3)C2)C1 (stereo not drawn) | -39%[86.2 µM]
CCC[N+]12CCC(CC1)C(C(O)(c1ccccc1)c1ccccc1)C2 (stereo not drawn) | 16%
Cn1c(O)c(/C=C2/C=CC=N2)c(=O)[nH]c1=O | -14%
Cc1ccc(-c2nc(CN3C(=O)CN=C(c4ccccc4Cl)c4cc(Cl)ccc43)c(C)o2)cc1 | -6%
Cc1ccccc1-c1ccc2n(c1=O)C[C@H]1C[C@@H]2CN(C(=O)c2cncnc2)C1 | -28%[86.2 µM]
Cn1c(O)c(/C=C2\C=c3ccccc3=NC2=O)c(=O)n(C)c1=O | ?
COc1ccc2c(C)c(C(=O)N3CCC(C#N)(c4ccccc4)CC3)oc2c1 | 20µM*
CCCn1cc(C(=O)NCC2CCCN2CC)c2ccccc21 (stereo not drawn) | 0%
CN1CCNc2cc(Nc3ccc(F)c(Cl)c3)ncc2C1 | ?
COc1cccc(CC(=O)N2CCCCCC2CN2CCC(OC)CC2)c1 (stereo not drawn) | -21%
CNC1CCc2cc(OC)c(OC)cc21 (stereo not drawn) | -12%[230 µM]
Cc1nnc(NC(=O)c2cccn(Cc3cccc(F)c3)c2=O)s1 | -10%
COc1cc2c(cc1OCC1CC1)NC(=O)C21CCN(Cc2ccncc2)CC1 | -20%[86.2 µM]
O=C(Cc1ccc(F)cc1Cl)N1C[C@H]2CC[C@@H]1CN(Cc1cccnc1)C2 | 20%
N#Cc1cc2c(nc1SCC(=O)Nc1cccc(F)c1)C1CCN2CC1 | -63%
O=C(Nc1ccccc1F)OC1CN2CCC1CC2 (stereo not drawn) | 34%
COc1ccc(-c2cn(C[C@H]3CC4CCN3C[C@@H]4C(=O)NCc3ccc4c(c3)OCO4)nn2)cc1 (stereo partly drawn) | 1%
Cc1ccc(Cl)cc1NC(=O)N(Cc1ccc2c(c1)OCO2)C1CCN(Cc2ccccc2)CC1 | -20%
Cn1cc(C(=O)N2CC[C@@](C)(O)[C@@H](O)C2)c2ccccc21 | 10%
COC(=O)c1ccc(CCN)cc1 | -10%
O=C(NC[C@H]1C[C@@H]2CCN1C[C@@H]2CN1C[C@@H]2C[C@H](C1)c1cccc(=O)n1C2)Nc1ccccc1 | -1%
COc1ccccc1-c1cc([C@H]2CN3CC[C@H]2C[C@@H]3COC(=O)Nc2ccc(C(C)(C)C)cc2)n(C)n1 | ?
CN1c2cccnc2CNCC[C@H]1CO | -22%[149 µM]
O=C1NC2(CCCN(Cc3ccccn3)C2)COc2ccccc21 (stereo not drawn) | ?
O=[S+]1([O-])NC2(CCN(Cc3ccccn3)C2)COc2ccncc21 (stereo not drawn) | 21%[115 µM]
N#Cc1ccc(NC(=O)CSC2=Nc3ccccc3C3CC=NN23)cc1Cl (stereo not drawn) | -20%
CN1CCC(N2C[C@@H]3C[C@H](C2)c2c(NC(=O)NC4CCCCC4)ccc(=O)n2C3)CC1 | ?
Cn1cc(C(=O)OCC(=O)NC2CCCCC2)c2ccccc21 | 1%
CC(C)CCN1CCCC2(CC(c3ccccn3)=NO2)C1 (stereo not drawn) | -24%[149 µM]
CCOP(=O)(OCC)C(O)c1ccc2c(c1)OCO2 (stereo not drawn) | -21%
COc1cc(/C=C/c2nc3ccccc3c(=O)n2-c2ccc(Br)c(C)c2)ccc1O | 0%
Cc1ccc(-n2nnnc2C2(NC3CCCCC3)CCCCC2)cc1 | 10%
Cc1ccccc1OCCNc1ccc([N+](=O)[O-])c2cccnc12 | -17%
COc1ccc([C@H]2C[C@@H](O)[C@@H](O)[C@@H]2NCC2CCCC2)cc1 | -11%[86.2 µM]
COc1ccc(OC)c(S(=O)(=O)NC[C@H]2C[C@@H]3CCN2C[C@@H]3c2cc(-c3ccc(F)cc3)nn2C)c1 | 20%
O=C(Nc1nccs1)[C@H]1CN2CCC1C[C@@H]2Cn1cc(CC2CCCCC2)nn1 (stereo partly drawn) | 10%[86.2 µM]
CC(C(N)=O)N1CCC2(CC1)C(=O)N(C)c1ccccc12 (stereo not drawn) | -18%
Cc1cc(NC(=O)c2cccn(Cc3ccccc3)c2=O)no1 | -23%
Clc1cccc(C2NCc3ccccc3-n3cccc32)c1 (stereo not drawn) | 8%
CCCNC(=O)OC[C@H]1C[C@@H]2CCN1C[C@@H]2c1cc(C(CC)CC)nc(-c2ccncc2)n1 | ?
Cc1ccccc1OCC(=O)N1CCN(CCc2ccccn2)CC1 | -9%
O=C(CN1C(=O)CN=C(c2ccccc2F)c2cc(Cl)ccc21)Nc1ccccc1C(F)(F)F | 13%
C/C=C/c1ccc(OCC(=O)N2CCN(CCOc3ccccc3)CC2)c(OC)c1 | -3%
COc1cccc(CC(=O)N2[C@H]3CC[C@@H]2c2cnc(-c4ccccc4)nc2C3)c1 | -7%
Cc1ccccc1OCC(=O)N1CCN(Cc2nc(N)c3ccccc3n2)CC1 | 6%
CC(C)NC(=O)CN(C)C(=O)c1cn(Cc2ccccc2)c2ccccc12 | 11%
CCOc1ccc2nc(NC(=O)c3cccn(Cc4ccc(Cl)cc4)c3=O)sc2c1 | -20%

(further entries)
SMILES | KDM5B inhibitor
COc1ccc(/C=C\[N+](=O)[O-])c(OC)c1 | -8%
CN1Cc2ccccc2-n2ccnc2C12CCN(C(=O)c1ccc(C(F)(F)F)cc1)CC2 | -15%
CCOC(=O)C1=C(C)OC(N)=C(C(=O)OC)C12C(=O)Nc1cc(Br)ccc12 (stereo not drawn) | -13%
Cn1nc(-c2ccccc2)cc1[C@H]1CN2CC[C@H]1C[C@@H]2CNS(=O)(=O)Cc1ccccc1 | -6%
O=C(Nc1ccccc1F)N1[C@H]2CC[C@@H]1c1cncnc1C2 | 12%
O=C(Nc1ccccc1)[C@H]1CN2CCC1C[C@@H]2Cn1cc(CSc2ccccc2)nn1 (stereo partly drawn) | 4%[86.2 µM]
Cc1ccc(CN2CCC3(CCNCC3)C2)c(O)c1 | -12%
CCC(=O)N1CC(=O)Nc2ccc(F)cc2C1c1ccc(F)cc1 (stereo not drawn) | 30%
COc1cc2c(cc1-c1cccc(NC(C)=O)c1)NC(=O)C21CCN(C(C)=O)CC1 | ?
Cc1ccc(-n2c(O)c(C=NCC3CCCO3)c(=O)[nH]c2=O)c(C)c1 (stereo not drawn) | 18%
COc1ccc2c(C)c(CC(=O)N3CCN(CCc4ccccn4)CC3)c(=O)oc2c1 | ?
O=C(Nc1ccc2c(c1)OCO2)c1cccn(Cc2cccc(F)c2)c1=O | -12%
Cc1ncc2c(n1)C[C@@H]1CC[C@H]2N1C(=O)Nc1ccc(F)cc1F | -9%
CN1CCN(C(=O)Cc2cccn2-c2ccc(Cl)cc2)CC1 | -18%
Cc1ccccc1-c1cnc2[nH]cc(CC(=O)N3CCN(C)CC3)c2c1 | 32µM*
Cc1c(C(c2ccc(O)cc2)c2c(O)c3ccccc3oc2=O)c(=O)n(-c2ccccc2)n1C (stereo not drawn) | -18%
O=C(CCc1c[nH]c2ccccc12)N1[C@H]2CC[C@@H]1c1cnc(-c3ccc(F)cc3)nc1C2 | 4%
NCC(=O)c1ccc(Cl)c(Cl)c1 | -5%
O=C(C1CC1)N1C[C@H]2CN(Cc3cccnc3)C[C@@]2(C(=O)O)C1 | 16%
Cc1[nH]c2ccccc2c1/C=C/[N+](=O)[O-] | -20%
CC(C)C12CN3CC(C(C)C)(CN(C1)C3c1ccccn1)C2=O (stereo not drawn) | 34%&-16%
CC(C)NC(=O)N1[C@H]2CC[C@@H]1c1cnc(-c3ccc(F)cc3)nc1C2 | -12%
CC(N)Cc1ccc(N(C)C)cc1 (stereo not drawn) | ?
COc1ccc(C(=O)N2[C@H]3CC[C@@H]2c2cnc(C)nc2C3)cc1F | 10%
COc1ccc(CNCCc2c[nH]c3ccccc23)cc1 | ?
O=C(NC1CC1)[C@H]1CN2CCC1C[C@@H]2Cn1cc(CC2CCCCC2)nn1 (stereo partly drawn) | -8%[86.2 µM]
CC(C)(C)c1ccc(OCC(=O)Nc2ccc(Cl)cc2C(=O)c2ccccc2)cc1 | -6%
CN1CCC(N(C)CCC2CCOCC2)CC1 | -4%
Cc1cc(C)n(CCC(=O)N2[C@H]3CC[C@@H]2c2cnc(-c4ccc(F)cc4)nc2C3)n1 | -9%
C=CCNC(=O)NC(=O)COC(=O)c1cn(C)c2ccccc12 | 10%
CCN1CCN(C(=O)COc2ccc(S(=O)(=O)Nc3ccc(Cl)cc3)cc2)CC1 | 6%
CC[C@H]1CN2CC[C@H]1C[C@@H]2CNC(=O)NC(C)C | -18%[115 µM]
O=C(NC[C@H]1C[C@@H]2CCN1C[C@@H]2CN1CCCCC1)Nc1ccccc1 | 15%[86.2 µM]
Cc1ncc2c(n1)C[C@@H]1CC[C@H]2N1S(=O)(=O)c1ccccc1C | 23%
CC1=NOC2(CCN(Cc3cncs3)C2)C1 (stereo not drawn) | ?
COc1ccc2c(c1)C1(CCN(C(=O)c3cccc(C)c3)C1)C(=O)N2C (stereo not drawn) | 14%
Cc1cc([N+](=O)[O-])c2ccccc2[n+]1[O-] | ?
O=C(O)CSC(c1ccc(F)cc1)c1ccc(F)cc1 | 16%
CC(C)Oc1cccc(CCN)c1 | 15%
CCOc1ccc(-n2c(/C=C/c3ccccc3)nc3ccccc3c2=O)cc1 | ?
CC(=O)N1N=C(c2c(O)n(C)c(=O)n(C)c2=O)CC1c1ccccc1 (stereo not drawn) | ?
CN(C(=O)c1cn(Cc2ccccc2)c2ccccc12)C1CCS(=O)(=O)C1 (stereo not drawn) | -10%
Cc1ccc(-n2c(CC3C(=O)Nc4ccccc43)nc3ccccc3c2=O)cc1 (stereo not drawn) | 7%

Reformatted: entries from further up
Structure	KDM5B inhibitor
NCC(=O)c1ccc(Cl)c(Cl)c1	-5%
O=C(C1CC1)N1C[C@H]2CN(Cc3cccnc3)C[C@@]2(C(=O)O)C1	16%
Cc1[nH]c2ccccc2c1/C=C/[N+](=O)[O-]	-20%
CC(C)C12CN3CC(C(C)C)(CN(C1)C3c1ccccn1)C2=O (stereo not drawn)	34%&-16%
CC(C)NC(=O)N1[C@H]2CC[C@@H]1c1cnc(-c3ccc(F)cc3)nc1C2	-12%
CC(N)Cc1ccc(N(C)C)cc1 (stereo not drawn)	?
COc1ccc(C(=O)N2[C@H]3CC[C@@H]2c2cnc(C)nc2C3)cc1F	10%
COc1ccc(CNCCc2c[nH]c3ccccc23)cc1	?
O=C(NC1CC1)[C@H]1CN2CCC1C[C@@H]2Cn1cc(CC2CCCCC2)nn1 (stereo partly drawn)	-8%[86.2 µM]
CC(C)(C)c1ccc(OCC(=O)Nc2ccc(Cl)cc2C(=O)c2ccccc2)cc1	-6%
CN1CCC(N(C)CCC2CCOCC2)CC1	-4%
Cc1cc(C)n(CCC(=O)N2[C@H]3CC[C@@H]2c2cnc(-c4ccc(F)cc4)nc2C3)n1	-9%
C=CCNC(=O)NC(=O)COC(=O)c1cn(C)c2ccccc12	10%
CCN1CCN(C(=O)COc2ccc(S(=O)(=O)Nc3ccc(Cl)cc3)cc2)CC1	6%
CC[C@H]1CN2CC[C@H]1C[C@@H]2CNC(=O)NC(C)C	-18%[115 µM]
O=C(NC[C@H]1C[C@@H]2CCN1C[C@@H]2CN1CCCCC1)Nc1ccccc1	15%[86.2 µM]
Cc1ncc2c(n1)C[C@@H]1CC[C@H]2N1S(=O)(=O)c1ccccc1C	23%
CC1=NOC2(CCN(Cc3cncs3)C2)C1 (stereo not drawn)	?
COc1ccc2c(c1)C1(CCN(C(=O)c3cccc(C)c3)C1)C(=O)N2C (stereo not drawn)	14%
Cc1cc([N+](=O)[O-])c2ccccc2[n+]1[O-]	?
O=C(O)CSC(c1ccc(F)cc1)c1ccc(F)cc1	16%
CC(C)Oc1cccc(CCN)c1	15%
CCOc1ccc(-n2c(/C=C/c3ccccc3)nc3ccccc3c2=O)cc1	?
